SW480 rereplic: DNA re-replication induction in SW480 cells. SW480 DNA re-replication, Hoechst DNA content imaging, 48 h. Potency, µM (titrated, usually from 46.1 µM), for the others: at the top dose re-replication activation, hits mostly activators. actives 1.8% (n = 340,000); note: potency is the fitted concentration of half-maximal effect; % of control where 0% means no effect; nearly all actives have a fitted effect of over 55% in size
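Quantitative HTS format with DMSO vehicle controls; 48 hr drug incubation at 37 C, then 40 min Hoechst staining and scanning imager measurement at 405 nm excitation.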
HT1080-NT tox: kills 2HG-producing HT-1080-NT fibrosarcoma cells. actives 1.6% (n = 360,000). Potency, µM (highest dose often 46.1 µM), without a hit: at the top dose activity, negative = less viability, most hits filed as cytotoxic. HT-1080-NT fibrosarcoma viability, CellTiter-Glo ATP luminescence, 48 h;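 note: NT is the 2HG producing partner of a matched IDH1 knockdown line; potency is the fitted concentration of half-maximal effect; 0% = DMSO-treated cells and -100% = media-only wells without cells; nearly all actives have a fitted effect of over 55% in size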
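Read-out is CellTiter-Glo luminescence after 10 minutes at room temperature, following 48 hours' compound treatment of HT-1080-NT cells (750 cells/well, RPMI, 5% FBS, 37 degrees C).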
IL1B secr inh: inhibitors of inflammasome signaling (IL-1 beta secretion). THP-1 LPS/ATP IL-1B secretion, AlphaLISA, 16 h; stronger effect = lower value. activity change, % at 57.5 µM. actives 4.7% (n = 360,000); in the data active = activity change below about -50%; inconclusive = mostly about -30% to -49%; note: % is set by controls: 0 for no effect and ±100 for the full control effect
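THP-1 cells pretreated 1 hr with compounds (up to 57.5 uM final), then stimulated with LPS (250 ng/mL final) plus ATP (1.25 mM final); secreted IL-1B measured by AlphaLISA after 16 hr, decreased signal indicating inhibition.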
HT1080 IDH1KD tx: toxicity to HT-1080 IDH1 knockdown cells (counter line); HT-1080 IDH1 knockdown viability, ATP luminescence, 48 h; Potency, µM (titrated, usually from 46.1 µM), for inactives: at the top dose activity, negative = toxicity, hits mostly cytotoxic; actives 2% (n = 360,000);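 note: potency is the fitted concentration of half-maximal effect; 0% = DMSO wells and -100% = cell-free medium wells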
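Assay cells: HT-1080 with IDH1 knockdown, 750 per well, RPMI/5% FBS. Exposure: 48 h at 37 °C following 2 h pre-incubation. Read: CellTiter-Glo luminescence; fitted concentration-response, curve class assigned.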
GLP1R ag: GLP-1 receptor (human) agonism. P43220. Potency, µM (highest dose often 45.6 µM), for the others: at the highest dose activation, actives largely listed as activators. HEK293 GLP-1R CRE-luciferase, luminescence, 4-6 h; cells express a hypersensitive GLP-1R form. actives 0.007% (n = 380,000); note: potency is the fitted concentration of half-maximal effect; % of control where 0% means no effect
Target sequence (P43220 whole entry, looked up): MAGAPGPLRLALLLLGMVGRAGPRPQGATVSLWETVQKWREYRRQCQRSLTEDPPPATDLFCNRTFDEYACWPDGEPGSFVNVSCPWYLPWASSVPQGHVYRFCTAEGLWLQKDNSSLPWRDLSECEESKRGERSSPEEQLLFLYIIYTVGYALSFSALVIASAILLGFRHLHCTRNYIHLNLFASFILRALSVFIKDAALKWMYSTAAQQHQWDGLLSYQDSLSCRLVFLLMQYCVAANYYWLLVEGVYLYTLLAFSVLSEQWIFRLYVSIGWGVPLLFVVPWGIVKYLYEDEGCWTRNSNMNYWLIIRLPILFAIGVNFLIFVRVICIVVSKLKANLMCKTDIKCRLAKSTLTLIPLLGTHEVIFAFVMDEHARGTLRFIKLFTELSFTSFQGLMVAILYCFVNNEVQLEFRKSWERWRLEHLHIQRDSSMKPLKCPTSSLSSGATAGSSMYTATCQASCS
D3 ag: D3 dopamine receptor (human) agonism | P35462 | D3R DiscoveRx beta-arrestin cells, luminescence, 90 min | max activation, % | actives 0.58% (n = 410,000); in the data active = max activation above about 30%; note: 0% is about no effect; mostly tested at two doses, the higher about 12 µM
Target sequence (P35462 whole entry, looked up): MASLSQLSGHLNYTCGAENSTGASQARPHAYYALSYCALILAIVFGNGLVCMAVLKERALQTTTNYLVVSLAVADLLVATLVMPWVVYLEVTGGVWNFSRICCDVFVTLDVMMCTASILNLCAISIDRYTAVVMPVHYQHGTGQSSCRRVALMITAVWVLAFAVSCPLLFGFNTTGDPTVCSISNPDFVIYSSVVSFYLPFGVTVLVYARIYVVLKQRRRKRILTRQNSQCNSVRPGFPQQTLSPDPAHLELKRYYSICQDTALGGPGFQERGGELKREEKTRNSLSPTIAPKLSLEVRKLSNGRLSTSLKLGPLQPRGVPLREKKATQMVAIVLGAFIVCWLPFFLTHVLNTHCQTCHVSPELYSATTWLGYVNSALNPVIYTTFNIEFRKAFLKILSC
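Cells at 1500/well, incubated overnight, then treated with pinned compounds (dopamine as control) for 90 min at 37 degrees C. DiscoveRx reagent added for 30 - 60 minutes at room temperature; luminescence read.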
D3 antag: antagonists of human D3 dopamine receptor. P35462. D3R cells, DiscoveRx beta-arrestin luminescence, antagonist mode; stronger effect = lower value. max response, negative = inhibition, %. actives 2.5% (n = 360,000). AID 652054; in the data active = max response below about -50%; inconclusive = no clear call, values can overlap the other calls; note: % is set by controls: 0 for no effect and ±100 for the full control effect; mostly tested at two doses, the higher about 12 µM
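Cells plated overnight at 1500 cells/well, then exposed to library compounds with dopamine controls for 90 minutes at 37 degrees C. DiscoveRx reagent added for 30–60 minutes at room temperature; luminescence read, quantitative HTS format.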
KB-V1 cytotox: KB-V1 MDR subline cytotoxicity | Potency, µM (doses to about 46.1 µM), for the others: top-dose activity change, negative = cytotoxicity, actives largely listed as cytotoxic | actives 3.4% (n = 400,000) | KB-V1 MDR cells viability, CellTiter-Glo, 72 h | AID 1347076; note: potency is the fitted concentration of half-maximal effect; % is set by controls: 0 for no effect and ±100 for the full control effect; nearly all actives have a fitted effect of over 60% in size
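KB-V1, DMEM (no phenol red) + 10% FBS; cpd pin-transferred, titration series; 72 h, 37 degrees C; CellTiter-Glo, luminescence. Data normalized, curve-fit.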
KB-3-1 tox: KB-3-1 parental cell cytotoxicity; KB-3-1 viability, CellTiter-Glo ATP luminescence, 72 h; Potency, µM (doses to about 46.1 µM), without a hit: at the top dose activity change, negative = cytotoxic, most hits filed as cytotoxic; actives 1.4% (n = 400,000); AID 1347075; note: potency is the fitted concentration of half-maximal effect; % is set by controls: 0 for no effect and ±100 for the full control effect; nearly all actives have a fitted effect of over 60% in size
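KB-3-1 cells, DMEM (no phenol red) + 10% FBS; compound by pin transfer, 72 h, 37 °C. Readout: CellTiter-Glo luminescence after 10 min. Data normalized, curve-fitted.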
Active calls of the source: *; i = inactive; u = inconclusive; x = not tested or not shown; [ ] = another dose, or the depositor's remark. Unless noted, calls come from the whole dose curve; as a rule, active = well fitted curve in the direction sought with a large enough effect; inconclusive = small, poorly fitted or top-dose-only effect, or another doubt; inactive = no such curve, though single readings can be large; an effect the other way counts as inactive or inconclusive. Outcome played no part in choosing rows; overall some 12% were active at least once.

SMILES	SW480 rereplic	HT1080-NT tox	IL1B secr inh	HT1080 IDH1KD tx	GLP1R ag	D3 ag	D3 antag	KB-V1 cytotox	KB-3-1 tox
COCC(C)N1CCC(n2nccc2NC(=O)CCCc2ccccc2)CC1 (stereo not drawn)	0%	2%	-6	1%	4%	-9	-6	17%	8%
O=C(COc1ccc(Cl)cc1)NCCSCc1cccc(Cl)c1	-4%	-1%	22	0%	6%	0	62	1%	5%
COc1cc2[nH]c(=S)nc(NCCC(C)C)c2cc1OC	-4%	0%	25	1%	1%	4	-2	0%	-2%
CC1Cc2ccccc2N1CC(=O)Nc1ccc(S(N)(=O)=O)cc1 (stereo not drawn)	-72%[inhibitor]	7%	3	-5%	9%	-8	-8	2%	4%
CC1=[N+]([O-])C(C)(C)C(c2ccc(Br)cc2)=[N+]1[O-]	4%	0%	-3	0%	0%	-20	-27	u	-3%
CC(=O)N1CCCN(Cc2cn(-c3cc(C)ccc3C)nc2-c2ccccc2)CC1	-3%	-10%	22	-6%	13%	-7	2	11%	-8%
Cc1c(C(=O)OCC(=O)Nc2ccc(S(N)(=O)=O)cc2)oc2c1ccc1ccccc12	0%	u	30	u	5%	8	-20	2%	u
COc1ccc2cc(C(=O)NCCO)sc(=O)c2c1OC	-24%	-10%	14	-11%	0%	1	6	5%	-1%
Cc1cccc(Cn2cc(C(=O)Nc3ccc(S(N)(=O)=O)cc3)ccc2=O)c1	x	x	x	x	-7%	1	x	0%	-5%
Cc1cc(C)n2[nH]c(=O)c(N=Nc3ccc(S(N)(=O)=O)cc3)c2n1	0%	5%	19	2%	2%	-10	u	1%	-12%
O=C1CCC(=O)N(c2ccccc2)N1	-15%	7%	9	2%	6%	16	0	17%	-1%
COc1cccc(-n2cc(CNCc3c(C(=O)N(C)C)nc4ccc(Cl)cn34)cn2)c1	u	-7%	-3	5%	14%	12	-10	16%	-6%
COc1ccc2c(c1)c(C(=O)N/N=C/c1cccc(O)c1)c(C)n2C	-3%	19%	-9	13%	14%	5	7	4%	4%
Cc1nc([N+](=O)[O-])c(SCC(O)CCl)n1Cc1ccc(Cl)cc1 (stereo not drawn)	14%	-2%	-9	7%	6%	2	9	-17%	3%
CC(=O)N(C)c1ccc(OCC(O)Cn2c3ccc(Cl)cc3c3cc(Cl)ccc32)cc1 (stereo not drawn)	u	-16%	-74*	u	3%	11	16	21µM*	21µM*
COC(=O)c1[nH]c2cc(C)ccc2c1NC(=O)CN1CCN(C(=O)c2ccco2)CC1	-11%	-5%	-17	4%	1%	12	-29	-12%	-5%
O=C(Nc1ccccc1N1CCCC1)c1ccc(Cl)c(S(=O)(=O)N2CCOCC2)c1	-1%	0%	-5	-1%	8%	-13	u	15µM*	2%
CC1=C(C(=O)Nc2ccccc2C(=O)NC2CCCCC2)SCCO1	u	1%	15	0%	2%	27	-11	0%	15%
CCCCOc1ccc(CSc2nc(C)[nH]c2[N+](=O)[O-])cc1[N+](=O)[O-]	2%	-21%	x	u	11%	-3	0	-81%	u
CCn1c(N)nc2ccccc21	-9%	6%	31	-6%	-2%	5	17	3%	-3%
Cc1ccc(CN2CC(C(=O)NCCC3=CCCCC3)CC2=O)cc1 (stereo not drawn)	9%	9%[9.24 µM]	-2	5%	15%	0	-8	-2%	2%
Cc1[nH]c2ccccc2c1C(=O)Cn1c(=O)oc2ccccc21	0%	-3%	-19	u	1%	1	13	16µM*	-29%
CCCn1c(C)cs/c1=N\C(=S)Nc1ccccc1	-1%	7%	2	4%	-11%	1	-2	-28%	4%
O=C(c1cc(F)c(F)c(F)c1F)N1CCN(C(=O)C2CCCO2)CC1 (stereo not drawn)	17%	-1%	5	-6%	4%	-2	-8	-2%	-16%
O=C(COC(=O)c1ccccc1)NC1CCCCCC1	-12%	-6%	12	-2%	3%	-2	-4	-2%	26%
CCN(CC)C(=O)Cn1c(C)c(/C=C/c2cc[n+](C)cc2)c2ccccc21	-2%	10%	-27	1%	-2%	0	-6	-24%	-11%
CC(Oc1cc(F)ccc1[N+](=O)[O-])C(=O)Nc1ccc(S(=O)(=O)N2CCCC2)cc1 (stereo not drawn)	16µM*	-25%	-16	0%	13%	14	26	u	-8%
O=C(c1ccccc1)c1ccc(N2CCCC2)cc1	-1%	-12%	-8	-7%	-2%	2	15	u	-9%
O=C(NC1CCN(S(=O)(=O)c2ccccc2F)CC1)c1ccco1	6%	19%	-12	6%	1%	-8	-5	7%	-8%
CC(C)C(=O)NC(=S)Nc1ccccc1N1CCN(C(=O)c2ccc(Cl)cc2)CC1	u	0%	-4	4%	10%	8	20	u	-13%
Cc1ccc(S(=O)(=O)Cc2ccc(C(=O)N3CCC(C)CC3)cc2)cc1	u	-5%	i	-3%	2%	-7	-24	u	11%
N#Cc1ccc(C(=O)CN2CCN(c3ccccc3)CC2)cc1	-12%	2%	-8	0%	2%	-6	-11	8%	-9%
COc1ccc(-c2cc(C(=O)N/N=C/c3sccc3C)c3ccccc3n2)c(OC)c1	u	-26%	-9	u	-1%	-14	-16	u	u
CCOC(=O)C1C(=O)NCC2CCCC21 (stereo not drawn)	-22%	6%	6	15%	-15%	6	7	24%	17%
CSc1nnc(CSCc2ccc(Cl)cc2Cl)n1-c1ccccc1	19%	0%	-16	u	6%	4	13	u	11%
CCC(Oc1ccccc1)C(=O)Nc1ccc(C)c(S(=O)(=O)N2CCOCC2)c1 (stereo not drawn)	8%	2%	22	0%	0%	3	14	0%	-1%
COc1ccc(CNC(=O)Oc2ccccc2)cc1Cl	2%	-28%	10	-24%	3%	4	29	20%	1%
Cc1ccc(-c2nc3sc(C#N)c(N)n3c(=O)c2C#N)cc1	-8%	2%	33	4%	5%	1	3	21%	7%
O=C(NC1CCCC1)C(c1ccncc1)N(C(=O)c1csnn1)C1CCCC1 (stereo not drawn)	0%	1%	16	0%	-1%	-3	-11	-6%	2%
O=C1c2ccccc2C(=O)N1CCc1nc(-c2ccccn2)no1	-12%	4%	-5	2%	-5%	12	32	0%	6%
Cc1nc(SCC(=O)NCC2COc3ccccc3O2)c2c(C)c(C)sc2n1 (stereo not drawn)	-17%	-8%	34	-2%	14%	93*	-26	-38%	u
O=C(c1c[nH]c(C(=O)C(Cl)(Cl)Cl)c1)c1c(F)cccc1F	u	u	-99*	-25%	8%	-1	-11	4%	0%
O=C1OCCC1Sc1ncnc2sccc12 (stereo not drawn)	4%	-1%	-3	10%	0%	4	u	-2%	6%
COC(=O)C(NC(=O)c1ccccc1C(=O)O)c1ccc2ccccc2c1 (stereo not drawn)	15%	2%	48	7%	-10%	5	24	5%	18%
O=[N+]([O-])c1ccccc1/C=N/Nc1nccnc1Cl	-9%	-30%	-16	u	9%	-9	u	u	u
O=S(=O)(Nc1cccc(-c2ccc3nncn3n2)c1)c1cc(F)ccc1F	-6%	-10%	-7	-20%	15%	-13	-20	-10%	-17%
Cc1cccc2cc(COC(=O)C(C)C)c(=O)[nH]c12	5%	24%	2	20%	3%	7	17	-3%	-1%
O=C(Nc1ccc(Br)cc1)c1cccc(N2C(=O)C3C4CCC(C4)C3C2=O)c1 (stereo not drawn)	-1%	-12%	u	-14%	0%	1	3	u	-28%
COc1ccccc1Cc1c(C2CCCCC2)nc2cc(C)c(Br)c(C)n12	x	-11%	0	-25%	-1%	0	-8	u	-17%
N#CC(c1ccc(O)cc1)N1CCCCC1 (stereo not drawn)	2%	-2%	-2	1%	-2%	19	-12	4%	4%
Cc1ccc(C(=O)CCC(=O)OC(C)C(=O)NC2CCCCC2C)cc1 (stereo not drawn)	-7%	-5%	1	-5%	1%	0	-18	0%	24%
COCC1CCN(Cc2nc(-c3cccs3)no2)C1 (stereo not drawn)	-10%	1%	22	30%	1%	4	12	10%	11%
O=C(NC1CCCc2ccccc21)c1cccc(S(=O)(=O)N2CCOCC2)c1 (stereo not drawn)	-6%	0%	-9	7%	3%	3	-2	1%	1%
C=CCn1c(SC(C)C(=O)Nc2ccc(Cl)cn2)nnc1C1CC1 (stereo not drawn)	-563%[inhibitor]	17%	-1	10%	7%	3	3	-6%	13%
COc1cc(/C(C)=N/Nc2ccc(C(=O)O)cc2)cc(OC)c1OC	-56%[inhibitor]	7%	16	3%	-2%	1	8	0%	0%
O=S(=O)(NCc1cccs1)c1cccc2cccnc12	-8%	2%	-5	-6%	11%	-2	-9	-27%	2%
Cc1cc(C)nc(/N=C(\NC(=O)C(C)(C)C)Nc2ccc(F)cc2)n1	-8%	19%	9	22%	4%	4	4	-1%	-3%
COc1ccc(C(=O)N/N=C(\C)CC(=O)Nc2ccccn2)cc1OC	0%	4%	0	-12%	2%	3	7	-2%	-4%
O=S(=O)(c1cccc(F)c1)N1CCC(CO)(Cc2cccc(F)c2)CC1	0%	-25%	-8	-12%	7%	3	3	u	-7%

Quoted at random: 3 records from the list.
SMILES	SW480 rereplic	HT1080-NT tox	IL1B secr inh	HT1080 IDH1KD tx	GLP1R ag	D3 ag	D3 antag	KB-V1 cytotox	KB-3-1 tox
O=C1CCC(=O)N(c2ccccc2)N1	-15%	7%	9	2%	6%	16	0	17%	-1%
O=C(c1ccccc1)c1ccc(N2CCCC2)cc1	-1%	-12%	-8	-7%	-2%	2	15	u	-9%
O=C1c2ccccc2C(=O)N1CCc1nc(-c2ccccn2)no1	-12%	4%	-5	2%	-5%	12	32	0%	6%
